Assay outcomes deposited in PubChem by National Center for Advancing Translational Sciences (NCATS).
TSHR antagonist – Antagonists of the Thyroid Stimulating Hormone Receptor: HTS campaign; Thyrotropin receptor (Homo sapiens), P16473; 330,000 compounds, 0.2% hits; TSHR-expressing cells, TSH-stimulated cAMP HTRF, 2 h; stronger effect = lower value; activity change, negative = inhibition, % at 11.5 µM;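 active means activity change below a set negative limit, meaning inhibition stronger than a set level, cut at about -70% in these data; inconclusive means activity change between two set negative limits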; further: on the % scale 0 is the no-effect control and ±100 the full control effect
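TSHR-expressing cells were treated with compounds, then stimulated with TSH at EC80 (4nM final) for 2 hours at 37 deg C. Cellular cAMP was measured by HTRF competition between lysate cAMP and cAMP-d2 for a cryptate-labelled anti-cAMP antibody.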
USP2a inh – qHTS Assay for Inhibitors of Ubiquitin-specific Protease USP2a Using CHOP2 as the Reporter | Ubiquitin carboxyl-terminal hydrolase 2 (Homo sapiens), O75604 | USP2 core, Ub-CHOP2 coupled fluorogenic reporter, 485/531 | Potency, µM (titrated, usually from 38.3 µM), for the others: at the top dose activity change, negative = inhibition, actives largely listed as inhibitors | 330,000 compounds, 0.01% hits | AID 463254, 2010;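 further: potency means the concentration at half of the fitted maximal effect; plate controls were DMSO wells for no effect and full inhibition by NEM control for full effect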
Target sequence (O75604 whole entry, looked up): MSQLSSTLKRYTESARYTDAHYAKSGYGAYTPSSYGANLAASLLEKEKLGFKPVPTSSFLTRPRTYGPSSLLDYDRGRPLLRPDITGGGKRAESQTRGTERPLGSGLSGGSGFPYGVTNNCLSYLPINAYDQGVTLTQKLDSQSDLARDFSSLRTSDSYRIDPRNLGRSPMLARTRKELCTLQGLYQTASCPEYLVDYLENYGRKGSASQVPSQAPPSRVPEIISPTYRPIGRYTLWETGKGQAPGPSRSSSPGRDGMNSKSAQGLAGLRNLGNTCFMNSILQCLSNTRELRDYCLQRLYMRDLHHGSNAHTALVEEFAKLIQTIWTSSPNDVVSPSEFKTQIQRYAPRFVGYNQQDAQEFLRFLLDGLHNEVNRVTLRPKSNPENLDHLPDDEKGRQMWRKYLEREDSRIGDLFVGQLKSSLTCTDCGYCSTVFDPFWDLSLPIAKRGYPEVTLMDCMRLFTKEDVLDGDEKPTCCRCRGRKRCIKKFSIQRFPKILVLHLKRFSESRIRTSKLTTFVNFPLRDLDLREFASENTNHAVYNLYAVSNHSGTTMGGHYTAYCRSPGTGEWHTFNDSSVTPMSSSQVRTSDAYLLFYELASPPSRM
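Deubiquitinase activity read as fluorescence (485/531 nm) after Ub-CHOP2 cleavage activates the enterokinase reporter on its substrate; USP2 core 10nM, Ub-CHOP2 and substrate 25nM each, 30min compound preincubation then 60min RT; data normalized to NEM, curves fitted.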
hERG WT inh – qHTS for Inhibitors of KCHN2 3.1: Wildtype qHTS. Voltage-gated inwardly rectifying potassium channel KCNH2 (Homo sapiens), Q12809. U2OS, BacMam KCNH2, thallium flux FluxOr; stronger effect = lower value. activity change, % at 1.84 µM. 340,000 compounds, 0.37% hits;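 active means maximum activity change below -70%; inconclusive means maximum activity change between -70% and -50%; inactive means maximum activity change above -50%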; further: on the % scale 0 is the no-effect control and ±100 the full control effect
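U2OS cells transduced with wild-type KCNH2 virus are loaded with FluxOr dye for 45 min, and thallium flux is measured in kinetic reads before and after stimulation buffer. Rate constants are normalized to DMSO controls.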
MBNL1 CUG block – qHTS Assay for Inhibitors of MBNL1-poly(CUG) RNA binding | TR-FRET MBNL1-His/biotin-(CUG)12 binding, 665/545 ratio | Potency, µM (highest dose often 57.5 µM), inactives show at the highest dose activity change, negative = inhibition, hits mostly inhibitors | 280,000 compounds, 0.036% hits; active means well fitted inhibition curve with a large enough effect in the signal ratio, with a control signal flat, not every such curve was filed as active; inconclusive means small, poorly fitted or top-dose-only effect, or effect the other way, or a change in a side signal; inactive means no such curve, though single readings can be large or run the other way; the % refers to the signal ratio; further: potency means the concentration at half of the fitted maximal effect; on the % scale 0 is the no-effect control and ±100 the full control effect
Target sequence (Q9NR56 whole entry, looked up): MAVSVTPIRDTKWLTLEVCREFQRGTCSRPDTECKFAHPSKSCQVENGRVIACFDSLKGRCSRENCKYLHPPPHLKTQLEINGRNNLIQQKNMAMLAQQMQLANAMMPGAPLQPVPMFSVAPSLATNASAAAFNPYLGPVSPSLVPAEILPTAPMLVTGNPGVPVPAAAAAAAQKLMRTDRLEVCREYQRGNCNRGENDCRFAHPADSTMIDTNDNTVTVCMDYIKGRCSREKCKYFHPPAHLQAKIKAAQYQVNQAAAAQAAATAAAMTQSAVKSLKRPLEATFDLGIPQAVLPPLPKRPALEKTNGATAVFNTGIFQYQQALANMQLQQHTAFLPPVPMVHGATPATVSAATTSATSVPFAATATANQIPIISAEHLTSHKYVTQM
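Compounds (final 92 nM to 58 uM) are added to His-tagged MBNL1 and biotin-(CUG)12, then terbium anti-His antibody and streptavidin-XL665 (5 nM final). After 60 min at room temperature, the 665/545 nm ratio is read.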
ASM inhibitor – Inhibitors of Secretory Acid Sphingomyelinase (S-ASM): qHTS | placental ASM, HMU-PC fluorogenic substrate, 60 min | AID 504937, 2011 | 340,000 compounds, 0.006% hits | Potency, µM (top dose mostly 57.5 µM), for inactives: at the highest dose activity change, negative = inhibition, hits mostly inhibitors | Sphingomyelin phosphodiesterase (Homo sapiens), P17405; further: potency means the concentration at half of the fitted maximal effect
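Human placenta-derived ASM enzyme was preincubated with compound for 10 minutes at room temperature, then given fluorogenic substrate HMU-PC0 (9 uM final) for 60 minutes at 37 °C; a pH 10 stop preceded fluorescence reading at Ex 386/Em 447 nm.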
Eya2 phos inh – qHTS Assay for Inhibitors of the Phosphatase Activity of Eya2 | 330,000 compounds, 0.006% hits | Potency, µM (titrated, usually from 76.9 µM), for inactives: at the top dose activity, negative = inhibition, usual class: inhibitors | recombinant Eya2, OMFP fluorescence dephosphorylation (OMFP is methylfluorescein phosphate) | AID 488837, 2010; further: potency means the concentration at half of the fitted maximal effect; on the % scale 0 is the no-effect control and ±100 the full control effect
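Eya2 protein (added as 0.2 uM solution) was preincubated with compound for 10 min at ambient temperature in 50 mM HEPES pH 7.5, 50 mM NaCl, 5 uM MgCl2, 0.05% BSA, 1 mM DTT. OMFP (added at 50 uM) then reacted 10 min; fluorescence read at 485/525 nm.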
Menin-MLL TR inh – qHTS Assay for Inhibitors Targeting the Menin-MLL Interaction in MLL Related Leukemias: Competition With Texas Red Labeled MLL-derived Mutant Peptide; Menin + Texas Red MLL mutant peptide, fluorescence polarization; Potency, µM (highest dose often 61.6 µM), for inactives: at the highest dose FP activity change, negative = inhibition, hits mostly inhibitors; 270,000 compounds, 0.23% hits; AID 1768, 2009; active means well fitted inhibition curve with a large enough effect in the polarisation, with a control signal flat, not every such curve was filed as active; inconclusive means small, poorly fitted or top-dose-only effect, or effect the other way, or a change in a side signal; inactive means no such curve, though single readings can be large or run the other way; the % refers to the polarisation; further: potency means the concentration at half of the fitted maximal effect; % of control where 0% means no effect; many of its hits are not listed in these tables
GALK inhibitor – qHTS Assay for Inhibitors of Human Galactokinase (GALK). P51570. Purified GALK, Kinase-Glo residual ATP luminescence. Potency, µM (top dose mostly 57.5 µM), inactives show at the top dose activity change, negative = inhibition, hits mostly inhibitors. 270,000 compounds, 0.007% hits. AID 1868, 2009; further: potency means the concentration at half of the fitted maximal effect; on the % scale 0 is the no-effect control and ±100 the full control effect
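Quantitative HTS: GALK 5 nM, ATP 35 uM, galactose 100 uM, 1 h room temperature, then luciferase-based ATP detection.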
BCR signal inh – qHTS Assay to Find Inhibitors of Chronic Active B-Cell Receptor Signaling. ABC-DLBCL IkBa-CBG/CBR reporter, luminescence ratio, 4 h. Potency, µM (titrated, usually from 46.1 µM), without a hit: at the highest dose ratio change, negative = lower green/red ratio, usual class: inhibitors. 340,000 compounds, 0.05% hits; active means well fitted inhibition curve with a large enough effect in the signal ratio, with a control signal flat, not every such curve was filed as active; inconclusive means small, poorly fitted or top-dose-only effect, or effect the other way, or a change in a side signal; the % refers to the signal ratio;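 further: potency means the concentration at half of the fitted maximal effect; plate controls were basal doxycycline-induced cells for no effect and cells given 10 µM MG132 for full effect; MG132 reads +100%, hits lower the ratio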
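Compounds up to 46 uM were incubated four hours with TMD8 cells whose green CBG68 luciferase is fused to IkappaBalpha; red CBR luminescence normalised the signal, and concentration-effect curves were fitted to fusion, red and ratio data.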
PKM2 activator – qHTS Assay for Activators of Human Muscle isoform 2 Pyruvate Kinase. Pyruvate kinase PKM (Homo sapiens), P14618. purified PKM2, Kinase-Glo ATP luminescence, activation; response scale: 0% is enzyme alone, no compound. Potency, µM (titrated, usually from 57.5 µM), for the others: at the top dose activation, hits mostly activators. 260,000 compounds, 0.34% hits. AID 1631, 2009; further: potency means the concentration at half of the fitted maximal effect; on the % scale 0 is the no-effect control and ±100 the full control effect; nearly all actives have a fitted effect of over 55% in size
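Purified hPK-M2 (>95% pure) converted ADP (0.1 mM final) to ATP with 0.5 mM PEP in 50 mM imidazole pH7.2, KCl, MgCl2, Tween 20, BSA; 1 h at room temperature. ATP detected by Kinase-Glo luminescence.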
Mito fusion yeast – qHTS Assay for Small Molecule Inhibitors of Mitochondrial Division or Activators of Mitochondrial Fusion. Potency, µM (top dose mostly 46.1 µM), for inactives: at the top dose growth rescue (activation), most hits filed as activators. S. cerevisiae fusion-defective mutant growth rescue, CellTiterGlo 48 h. 320,000 compounds, 0.23% hits;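 further: potency means the concentration at half of the fitted maximal effect; % of control where 0% means no effect; nearly all actives have a fitted effect of over 45% in size; temperature-sensitive fusion mutants such as fzo1-1 at 37 °C on non-fermentable ethanol glycerol medium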
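Compounds are tested for their ability to restore growth of mitochondrial fusion-defective yeast strains at non-permissive 37C in YPEG medium over 48 hours. Viability is quantified by luciferase luminescence.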
* = called active by the depositor; ? = inconclusive; · = no result given; [ ] = another dose, or the depositor's remark. Unless noted, the call rests on the fitted dose curve; in most records, active means well fitted curve in the direction sought with a large enough effect; inconclusive means small, poorly fitted or top-dose-only effect, or another doubt; inactive means no such curve, though single readings can be large; an effect the other way counts as inactive or inconclusive.

Start of the data: the first four records (preview)
SMILES	TSHR antagonist	USP2a inh	hERG WT inh	MBNL1 CUG block	ASM inhibitor	Eya2 phos inh	Menin-MLL TR inh	GALK inhibitor	BCR signal inh	PKM2 activator	Mito fusion yeast
O=C(O)c1ccccc1-c1ccccc1C(=O)Nc1nccs1	3	3%	-4	-6%	2%	16%	0%	-1%	?	9%	15%
CC1CN(C2CCN(S(=O)(=O)Cc3ccccc3)CC2)CC(C)O1 (stereo not drawn)	-3	-2%	0	-7%	-2%	-18%	1%	-5%	0%	1%	4%
CCn1c(=O)c2cc(C(=O)Nc3ccc(OC)cc3OC)sc2c2ccccc21	-7	3%	-3	-1%	20%	-19%	·	-2%	0%	-4%	2%
Cc1cc(Cl)ccc1OC(C)C(=O)Nc1ccccc1N1CCOCC1 (stereo not drawn)	-13	2%	-13	2%	-1%	-6%	-5%	-1%	10%	1%	1%

The listing, previewed entries included:
SMILES	TSHR antagonist	USP2a inh	hERG WT inh	MBNL1 CUG block	ASM inhibitor	Eya2 phos inh	Menin-MLL TR inh	GALK inhibitor	BCR signal inh	PKM2 activator	Mito fusion yeast
O=C(O)c1ccccc1-c1ccccc1C(=O)Nc1nccs1	3	3%	-4	-6%	2%	16%	0%	-1%	?	9%	15%
CC1CN(C2CCN(S(=O)(=O)Cc3ccccc3)CC2)CC(C)O1 (stereo not drawn)	-3	-2%	0	-7%	-2%	-18%	1%	-5%	0%	1%	4%
CCn1c(=O)c2cc(C(=O)Nc3ccc(OC)cc3OC)sc2c2ccccc21	-7	3%	-3	-1%	20%	-19%	·	-2%	0%	-4%	2%
Cc1cc(Cl)ccc1OC(C)C(=O)Nc1ccccc1N1CCOCC1 (stereo not drawn)	-13	2%	-13	2%	-1%	-6%	-5%	-1%	10%	1%	1%
Cc1cccc(N=C2NC(=O)/C(=C/c3cccs3)S2)c1	75	-17%	-4	24%	-7%	-13%	?	0%	?	-22%	14%
COc1ccc(S(=O)(=O)N(C)C)cc1NCC(=O)Nc1ccc(Br)c(C)c1	1	0%	3	-6%	-5%	-5%	16%	6%	8%	?	-1%
COC(=O)c1c(NC(=O)C(=O)NCCCN2CCOCC2)sc2c1CCC2	-8	3%	-8	?	-9%	-7%	-7%	0%	-15%	·	-5%
CCOc1ccc(-n2cnnn2)cc1S(=O)(=O)N1CCC(C)CC1C (stereo not drawn)	-6	3%	2	0%	-1%	6%	7%	0%	-1%	·	-4%
CC(=O)c1cccc(NC(=O)CSc2nnc(C(C)N(C)C)n2Cc2ccccc2)c1 (stereo not drawn)	6	1%	2	-3%	-1%	-2%	-14%	12%	4%	4%	7%
Cc1c(C(=O)O)oc2ccc(S(=O)(=O)NC3CCCCCCC3)cc12	-5	-1%	-4	-13%	7%	15%	12%	·	5%	3%	2%
COc1cccc(/C=N/NC(=O)Cn2cnc3c2c(=O)n(C)c(=O)n3C)c1	1	4%	1	7%	-3%	-2%	·	5%	-1%	0%	-4%
NC(=O)Nc1ccc(C(=O)OCC(=O)N2CCCC2=O)cc1	2	0%	-1	·	2%	1%	·	·	-5%	·	-4%
Cc1ccc2c(c1)c1c(n2CC2COC(C)(C)O2)C(=O)CCC1 (stereo not drawn)	-9	2%	-4	31%[activator]	38%[activator]	-4%	-6%	6%	?	-1%	-1%
CN(c1cccc(Cl)c1)S(=O)(=O)c1cccc(C(=O)NCc2ccncc2)c1	-44	1%	21	·	-1%	9%	·	·	0%	·	-3%
COc1ccc(C(=O)N2CCCCC2)cc1S(=O)(=O)Nc1cccc(C(=O)O)c1	0	-2%	-5	?	6%	2%	2%	-1%	-2%	-16%	-4%
Cc1ccc(OCCC(=O)OCC(=O)NC2CCCC2)cc1	-11	0%	-4	·	2%	-12%	·	·	-17%	·	-2%
O=C(C1CCN(C2CC(=O)N(c3cccc(Cl)c3)C2=O)CC1)N1CCCC1 (stereo not drawn)	29	-2%	16	3%	5%	32%	11%	-1%	27%	-5%	-14%
CCCn1nc(NS(=O)(=O)c2cccc3nonc23)c2cc3cccc(C)c3nc21	-2	-7%	-5	13%	-19%	-23%	·	6%	-4%	·	-1%
CC(C)n1cnc2c(NCc3ccccc3)nc(NCc3ccccc3)nc21	-8	-15%	0	10%	-4%	1%	·	3%	?	-4%	-56%[inhibitor]
Cc1ccccc1OCCC(=O)OCC(=O)Nc1c(C)nn(-c2ccccc2)c1C	-2	0%	1	·	4%	-24%	·	·	7%	·	0%
Cc1cc(C)cc(NC(=O)Nc2cc(-c3ccccc3)nn2C)c1	5	-1%	3	-2%	-1%	-6%	·	4%	4%	-1%	4%
O=C(CCC1CCCN(C(=O)c2ccc3cc[nH]c3c2)C1)N1CCN(c2ccccn2)CC1 (stereo not drawn)	-6	1%	0	2%	3%	6%	-9%	-2%	1%	0%	2%
COc1cc(C(=O)NCC(c2ccco2)N(C)C)cc(OC)c1OC (stereo not drawn)	14	-1%	-5	-13%	8%	-3%	-2%	1%	7%	-3%	3%
COc1ccccc1NC(=O)CCNS(=O)(=O)c1ccc2[nH]c(=O)oc2c1	-8	-2%	15	20%	4%	-11%	·	-2%	2%	·	4%
COCCN1Cc2cccc(C(=O)NCc3ccccc3OC)c2C1=O	4	1%	3	7%	3%	2%	0%	-4%	-1%	23%	5%
Cc1ccnc(N2CCC(C(=O)NC3CCCCCC3)CC2)n1	-5	-2%	-4	2%	5%	-13%	3%	5%	5%	6%	3%
CCOC(=O)C1CCCN(C(=O)c2cc(-c3ccccc3)nc3ccccc23)C1 (stereo not drawn)	20	-9%	-1	15%	1%	2%	-4%	-1%	0%	-3%	-7%
CN(Cc1ccccc1N1CCCC1)C(=O)c1cc2ccccc2o1	-18	1%	-1	·	-2%	-11%	·	·	?	·	·
O=C(/C=C\c1ccco1)NC(=S)Nc1ccccc1O	0	6%	8	·	-6%	?	·	-3%	?	5%	3%
COc1cc(SC)ccc1C(=O)NCCOc1ccc(C)c(C)c1	-10	-1%	-11	-8%	-9%	2%	-15%	0%	1%	0%	?
N=c1c(C(=O)NCc2ccco2)cc2c(=O)n3ccccc3nc2n1Cc1ccccc1	-10	-1%	-8	?	352%[activator]	3%	-25%	-2%	15%	1%	7%
O=C(NCc1ccc(Cl)cc1)C1CCN(S(=O)(=O)c2cccs2)CC1	-1	0%	7	-10%	-18%	2%	15%	0%	-3%	20%	0%
CCCC1CC(CSC(=N)N)OC1=O (stereo not drawn)	6	-2%	-11	4%	7%	-3%	-1%	-2%	?	-1%	0%
O=C(NC12CC3CC(CC(C3)C1)C2)c1ccc(=O)oc1	23	-8%	-2	-2%	3%	40%	-4%	-1%	0%	-13%	-2%
Cc1cccc(NC(=O)COc2ccc(Br)cc2C)n1	-16	0%	-1	-1%	-2%	11%	6%	0%	12%	-18%	0%

An excerpt, so the mix of outcomes need not match the whole.
